DAGLB inh: diacylglycerol lipase beta (human) inhibition. Q8NCG7. HEK293T DAGLB membrane lysate, EnzChek fluorogenic substrate. inhibition, % at 5.17 µM. actives 0.059% (n = 340,000). AID 504411; in the data active means inhibition above about 34%;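 further: 0% = enzyme with vehicle and 100% = wells lacking enzyme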
SR-BI uptake up: activators of SR-BI mediated HDL lipid uptake | CHO ldlA[mSR-BI] cells, DiI-HDL uptake fluorescence, 3 h; 100 = double the neutral-control signal | activation, % at 12.5 µM | actives 0.096% (n = 320,000);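 active means mean replicate activation of at least 60% and every replicate at or above 60%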;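 further: 0% = median plate neutral-control signal and 100% = twice that signal; values of inactives mirror those of a sister screen read the other way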
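system = CHO ldlA[mSR-BI] cells, LDL receptor-null, SR-BI overexpressing | medium = Ham's F12 with 0.5% BSA, HEPES 25 mM, pH 7.4 | probe or stimulus = DiI-HDL 10 µg/mL | compound dosing = single-point compound dose | incubation = compound exposure 3 h, 37 °C | technique = DiI fluorescence, bottom read | read-out = cell-associated DiI fluorescence as measure of HDL uptake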
Keap1-Nrf2 PPI: disrupts human Keap1 binding to Nrf2 peptide; Q14145; Keap1 Kelch-Nrf2 peptide fluorescence polarization, 1536-well; inhibition, % at 9.4 µM; actives 0.15% (n = 340,000); AID 504523; in the data active means inhibition above about 12%;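 further: human Keap1 Kelch domain with fluorescein labeled Nrf2 9mer peptide probe; 0% = neutral control wells and 100% = peptide positive control; higher means more block of Keap1 binding to Nrf2 peptide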
LANA DNA inh: inhibitors of KSHV LANA C-terminal domain DNA binding | inhibition, % at 9 µM | actives 0.078% (n = 340,000) | MBP-C-LANA/FAM-LBS DNA binding, fluorescence polarization;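 active means highest replicate inhibition at or above 60% at 9 µM, even if other replicates fall short; inactive means all replicates below 60% inhibition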;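 further: 0% = neutral control wells and 100% = 4 µM acridine orange control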
PKA-R2B act: activators of human PKA-R2B complex; actives 0.079% (n = 340,000); P22694+P31323; PKA-R2B holoenzyme dissociation, Cy5-IP20 fluorescence polarization; R2B truncated from residue 108, S112A mutant; 0% DMSO only, 100% 113 µM cGMP; activation, % at 11.4 µM;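 active means activation above a cutoff set at the mean over all compounds plus 3 SD, cut at about 18% in these data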;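 further: higher means more holoenzyme dissociation and a rise in polarization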
Target sequence (P31323 whole entry, looked up, other chains not shown, the tested form may be a part): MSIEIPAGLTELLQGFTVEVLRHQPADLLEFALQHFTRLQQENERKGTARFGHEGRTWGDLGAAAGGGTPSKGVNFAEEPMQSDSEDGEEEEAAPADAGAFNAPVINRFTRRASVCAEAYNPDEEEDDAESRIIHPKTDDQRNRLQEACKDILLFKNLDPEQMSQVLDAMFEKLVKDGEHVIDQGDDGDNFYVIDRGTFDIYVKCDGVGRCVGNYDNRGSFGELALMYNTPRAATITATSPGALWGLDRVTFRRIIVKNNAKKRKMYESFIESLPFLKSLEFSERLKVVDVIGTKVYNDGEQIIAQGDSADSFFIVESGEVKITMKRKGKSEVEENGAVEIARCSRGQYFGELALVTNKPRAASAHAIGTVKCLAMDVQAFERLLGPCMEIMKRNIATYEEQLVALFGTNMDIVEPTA
CAL PDZ FP-1: blocks peptide binding to the human CAL PDZ domain | purified CAL PDZ, TMR-peptide fluorescence polarization, 1 h | inhibition, % at 24.9 µM | Q9HD26 | actives 0.92% (n = 300,000) | AID 602252;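 active means mean inhibition of at least 30% with at least half of replicates also reaching 30%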;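 further: 0% = DMSO neutral control and 100% = excess unlabeled competitor peptide PRC23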
RTF Ca sens act: increases calcium sensitivity of human cardiac regulated thin filaments. actives 0.24% (n = 340,000). IANBD-labeled TnC RTF fluorescence at EC20 calcium; 0% EC20 calcium, 100% full calcium. activation, % at 7.2 µM. AID 493008;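 active means activation above the mean over all tested compounds plus 3 SD, cut at about 30% in these data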;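 further: rise in fluorescence read as greater calcium sensitivity of cardiac thin filaments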
RTF Ca sens inh: cardiac RTF calcium desensitization; inhibition, % at 7.15 µM; AID 493244; IANBD-labeled cardiac RTF, Ca2+ fluorescence; actives 0.12% (n = 340,000); P19429+P45379;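 active means inhibition above the mean inhibition of all tested compounds plus 3 SD, cut at about 17% in these data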;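 further: assay run at fixed EC70 calcium of 1.6 mM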
CAL PDZ FP-2: human CAL PDZ-peptide interaction inhibition; Q9HD26; purified CAL PDZ, TMR-peptide fluorescence polarization, 1 h; inhibition, % at 20 µM; actives 0.02% (n = 330,000); AID 504414;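 active means highest replicate inhibition of at least 40%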;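 further: plate controls were DMSO neutral control wells for no effect and unlabeled competitor peptide control wells for full effect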
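System: purified tagged CAL PDZ domain construct (CerCALP). Schedule: 1 h incubation at room temperature before polarization reading. Medium: 25 mM sodium phosphate pH 7.4, 150 mM NaCl, TCEP, IgG, Thesit. Read-out: percent inhibition from loss of millipolarization. Measured by: FP readout, S and P plane fluorescence. Probe or stimulus: fluorescent TMR peptide probe.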
Rtt109 HAT inh: C. albicans Rtt109 histone acetyltransferase inhibition. actives 0.16% (n = 330,000). inhibition, % at 34.9 µM. AID 540336. purified Rtt109/Vps75, ThioGlo CoA-SH fluorescence, 4 h. Q5AAJ8;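 active means inhibition of at least 50% in every replicate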
Target sequence (Q5AAJ8 whole entry, looked up): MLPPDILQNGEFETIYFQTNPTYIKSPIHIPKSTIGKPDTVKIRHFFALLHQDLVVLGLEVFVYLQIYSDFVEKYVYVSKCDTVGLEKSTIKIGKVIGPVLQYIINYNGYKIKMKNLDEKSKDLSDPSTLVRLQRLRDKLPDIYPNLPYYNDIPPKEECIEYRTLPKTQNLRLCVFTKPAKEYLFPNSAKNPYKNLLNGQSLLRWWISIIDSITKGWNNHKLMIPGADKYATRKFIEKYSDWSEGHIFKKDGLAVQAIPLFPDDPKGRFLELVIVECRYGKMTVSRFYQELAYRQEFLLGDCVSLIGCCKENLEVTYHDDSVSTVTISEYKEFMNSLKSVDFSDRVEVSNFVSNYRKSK
The depositor's hits bear a star; . = no result given.

SMILES	DAGLB inh	SR-BI uptake up	Keap1-Nrf2 PPI	LANA DNA inh	PKA-R2B act	CAL PDZ FP-1	RTF Ca sens act	RTF Ca sens inh	CAL PDZ FP-2	Rtt109 HAT inh
CCn1c(CCNC(=O)c2ccc(Cl)cc2)n[nH]c1=S	4	.	2	-2.9	6	0	2	9	-0.8	3
NC(=O)c1cccc(-c2cnc(N)c(C(=O)c3cccnc3)n2)c1	-2	-21	-3	1.7	-14	-7	-1	2	-1.4	3
CCOC(=O)c1sc(N2C(=O)C(O)=C(C(=O)c3ccco3)C2c2ccc(C)o2)nc1C (centres undefined)	12	.	-6	0.0	-7	-11	-1	-5	-6.1	15
O=C(Cc1ccc(S(=O)(=O)N2CCOCC2)s1)Nc1cc(Cl)ccc1Cl	0	-3	-4	-2.3	-1	.	1	-7	0.0	-6
Fc1ccccc1N1CCN(C2CCCN(Cc3ccccc3C(F)(F)F)C2)CC1 (centres undefined)	-5	-62	2	1.7	-3	.	-3	-3	-0.6	3
CN(N)c1nc(C(F)(F)F)nc2ccccc12	-3	0	2	-2.2	-14	-3	-2	1	0.1	13
COc1ccc(Br)cc1C(=O)Nc1ccc(N2CCN(S(C)(=O)=O)CC2)cc1	2	.	-2	0.2	14	-2	4	-4	0.4	-1
CCSC1=C(C#N)C(c2ccc(OC)c(OC)c2)CC(=O)N1 (centres undefined)	0	0	-4	-0.7	-13	-1	-2	8	-0.9	-7
Cc1ccccc1CN1C[C@@H]2C[C@@H](c3cn[nH]c3-c3ccc(F)cc3)N3CCC[C@@]23C1=O	0	12	-6	1.3	-5	-4	13	-16	-2.9	0
CC1CC(C)CN(C(=O)CSc2nc(Cc3cccs3)nc3ccccc23)C1 (centres undefined)	-7	-1	2	0.9	-7	-4	8	-10	-3.7	26
N#CCc1ccc(C(=O)c2ccccc2F)s1	0	11	-7	2.2	-8	-4	-2	-4	-0.4	10
O=C(NNC(=O)C1CCN(S(=O)(=O)c2cccc(Cl)c2)CC1)C1CC1	-1	.	-2	-0.1	-5	0	-5	-4	0.0	3
Cc1c(C(=O)N(Cc2nnc(-c3ccccc3Cl)o2)C2CC2)oc2ccccc12	-8	-15	-7	-3.4	4	-6	-3	-6	-0.7	4
CCC1=NN(C(=O)c2ccc(Cl)cc2)C(O)(c2ccccc2)C1 (centres undefined)	-3	-48	1	1.1	-12	-3	2	0	-0.5	-2
O=C(CC1Sc2ccccc2NC1=O)c1ccc(Br)cc1 (centres undefined)	-1	4	0	1.3	-10	0	-7	4	-2.5	2
COc1ccc(OC)c(/C=N/c2oc(-c3ccco3)c(-c3ccco3)c2C#N)c1	1	1	-2	2.0	1	-1	-4	-6	0.5	0
COc1ccc(/C=N/NS(=O)(=O)c2ccccc2)cc1OC(=O)c1ccc(C)cc1	-3	10	-7	-0.9	-15	5	1	4	-1.2	0
COc1ccccc1NC(=O)CN1CCN(c2ccccc2)CC1	-2	.	7	-1.8	-2	-2	-3	-5	-2.1	14
N#Cc1ccc(C2=CC(=O)C[C@H](c3ccc(F)cc3)C2)cc1	0	-31	-6	-1.6	9	0	2	-4	0.2	-3
O=C(Nc1cccc(S(=O)(=O)NC2=NCCCCC2)c1)c1cc(-c2ccncc2)nc2ccccc12	1	-59	-3	0.3	5	-5	0	-7	-4.1	18
COc1ccc(/C=N/Nc2ncc(C(F)(F)F)cc2Cl)cc1OC	4	-25	-1	-4.2	-20	-1	20	-7	-0.8	-1
O=c1c2cc(NC(=S)NCCCN3CCC(Cc4ccccc4)CC3)ccc2nc2n1CCCCC2	0	-27	-4	-0.5	4	-2	3	-2	-1.2	6
COc1ccc(OCC(=O)Nc2cc(NC(=O)COc3ccc(OC)cc3)cc(C(=O)O)c2)cc1	1	1	-4	1.9	-1	-6	0	-1	-3.1	1
CCOc1cccc(-c2nnc(SCC(=O)Nc3cccc(OC)c3)n2N)c1	3	2	-3	0.2	-1	.	1	-14	-1.2	-1
CCN(CC)S(=O)(=O)c1cccc(NC(=O)COC(=O)/C=C/c2ccco2)c1	-1	18	-5	-0.5	-13	-4	2	8	-1.6	2
CCOC(=O)c1ccccc1NC(=O)COC(=O)C1CC(=O)N(CCc2ccccc2)C1 (centres undefined)	-14	21	-3	1.2	0	-3	-2	-13	-3.5	-1
COC(=O)c1ccc(Oc2nc(NC(C)C)nc(N(C)C)n2)cc1	-4	-27	-5	-1.3	-2	3	-2	-4	-2.5	-19
Cn1c(=O)c2ccccc2n(CC(=O)Nc2ccc3c(c2)OCCO3)c1=O	0	7	-2	-0.8	-11	-2	-1	-4	-0.5	-1
CCOC(=O)N1CCc2c(sc(NC(=O)CN3CCN(C)CC3)c2C(=O)Nc2ccccc2)C1	-1	-11	-2	0.3	-2	5	-3	1	-1.3	-9
O=C(CCc1nnc(-c2ccccc2)o1)NCc1cc(F)ccc1F	0	17	3	0.5	11	.	-3	-8	-0.2	-6
O=C(Nc1ccc(Cl)c(Cl)c1)Nc1ccccc1NS(=O)(=O)c1cccs1	1	-14	-2	0.8	-9	-6	0	-8	-0.4	-7
CC(C)n1cnc2c(Nc3cccc(Cl)c3)nc(NCCCO)nc21	4	19	3	1.0	-9	-1	2	-8	-0.3	13
C=CCn1c(O)c(C2=c3ccccc3=NC2=O)s/c1=N/c1nccs1	17	-15	-2	1.7	1	.	-5	2	-0.3	-14
O=C(CNC1CCCCC1)Nc1cccc(C(F)(F)F)c1	-1	13	9	4.6	2	.	0	-2	0.2	-3
CCOc1ccc(C(=O)Nc2ncn[nH]2)cc1	2	1	1	-1.6	-6	0	4	1	-0.1	-5
CCOC(=O)c1ccc(CNC(=O)c2cc(COc3ccccc3SC)on2)o1	-1	-55	-1	0.6	-2	-1	-11	2	-1.1	5
Cc1ccccc1C(=O)Nc1ccnn1C1CCN(Cc2cnn(C(C)C)c2)CC1	1	-16	-1	-0.1	-4	6	-5	-1	-0.2	2
COc1ccc(-n2nnnc2SCC(=O)Nc2ccc3c(c2)OCCO3)cc1OC	0	-2	0	-1.2	2	-2	-4	2	-1.1	-10
NC(=O)[C@H]1CC2(CC(c3cccc(NC(=O)[C@H]4CCC(=O)N4)c3)=NO2)CN1C(=O)c1cc([N+](=O)[O-])cc([N+](=O)[O-])c1 (some centres undefined)	4	14	-9	0.4	-6	-2	2	-13	-0.1	8
CCCCC1=CC2=CC(=O)C(C)(OC(=O)CC)C(=O)C2=CN1Cc1ccc(OC)cc1 (centres undefined)	3	-2	-1	3.8	5	0	2	4	0.3	-4
COc1ccc(S(=O)(=O)N2CCOCC2)cc1C(=O)NC1CCCCCC1	-2	-9	-2	-2.2	0	-8	-4	-3	-0.6	-6
CC(=O)Nc1ccccc1-c1nc2ccccc2nc1OCC(=O)c1ccc2ccccc2c1	-1	-40	-6	1.0	-4	-1	7	4	-2.1	-2
CCOc1cccc(C(=O)Nc2ccc3oc(-c4cccnc4)nc3c2)c1	-1	-25	3	-0.4	2	0	2	-2	-0.3	13
CN1CCC2(CC1)N=C(c1ccc(F)cc1)C(=S)N2C(=O)c1ccccc1	-1	9	-2	0.6	-3	2	7	-6	-2.4	1
COc1cccc2c(=O)c3c(cnn3C)n(C)c12	0	6	2	-2.4	8	-4	7	3	-0.5	0
COC(=O)C1=C(C)N(CC2CC2)C(=NCc2cccc(C(F)(F)F)c2)N[C@H]1c1ccccc1	-1	0	0	0.6	6	-5	8	-7	-0.1	8
O=C(O)c1ccccc1NC(=O)C1CCCO1 (centres undefined)	2	25	6	1.4	3	-5	-6	-2	-0.5	-7
O=C(Nc1ccc2oc(=O)ccc2c1)c1ccccc1[N+](=O)[O-]	-1	-3	1	0.3	-5	-14	1	2	-0.8	-3
Cc1ccc(OCc2nnc(NC(=O)c3ccco3)s2)cc1	2	1	-2	1.1	2	5	6	-4	-1.5	-3
CCc1c(C)nc2ncnn2c1N1CCCC(C(=O)NCc2cccs2)C1 (centres undefined)	-1	19	2	-1.6	-1	-4	0	3	0.8	5
COc1ccc(OCC(=O)NNC(=O)Cc2coc3cc(OC)ccc23)cc1	-3	6	4	-0.5	-2	1	-3	2	-0.4	-10

An excerpt from the list above:
SMILES	DAGLB inh	SR-BI uptake up	Keap1-Nrf2 PPI	LANA DNA inh	PKA-R2B act	CAL PDZ FP-1	RTF Ca sens act	RTF Ca sens inh	CAL PDZ FP-2	Rtt109 HAT inh
Cc1ccccc1C(=O)Nc1ccnn1C1CCN(Cc2cnn(C(C)C)c2)CC1	1	-16	-1	-0.1	-4	6	-5	-1	-0.2	2
COc1ccc(-n2nnnc2SCC(=O)Nc2ccc3c(c2)OCCO3)cc1OC	0	-2	0	-1.2	2	-2	-4	2	-1.1	-10
NC(=O)[C@H]1CC2(CC(c3cccc(NC(=O)[C@H]4CCC(=O)N4)c3)=NO2)CN1C(=O)c1cc([N+](=O)[O-])cc([N+](=O)[O-])c1 (some centres undefined)	4	14	-9	0.4	-6	-2	2	-13	-0.1	8
CCCCC1=CC2=CC(=O)C(C)(OC(=O)CC)C(=O)C2=CN1Cc1ccc(OC)cc1 (centres undefined)	3	-2	-1	3.8	5	0	2	4	0.3	-4
COc1ccc(S(=O)(=O)N2CCOCC2)cc1C(=O)NC1CCCCCC1	-2	-9	-2	-2.2	0	-8	-4	-3	-0.6	-6
CC(=O)Nc1ccccc1-c1nc2ccccc2nc1OCC(=O)c1ccc2ccccc2c1	-1	-40	-6	1.0	-4	-1	7	4	-2.1	-2
CCOc1cccc(C(=O)Nc2ccc3oc(-c4cccnc4)nc3c2)c1	-1	-25	3	-0.4	2	0	2	-2	-0.3	13

Assay outcomes deposited in PubChem by several laboratories.
